# Assay outcomes deposited in PubChem BioAssay by National Center for Advancing Translational Sciences (NCATS).
# GCN5L2 inh: GCN5L2 (KAT2A) acetyltransferase inhibition. GCN5L2 HAT assay, ThioGlo1 CoA-SH fluorescence. Potency, µM (highest dose often 58.9 µM), for the others: at the top dose activity change, negative = inhibition, actives largely listed as inhibitors. 390,000 tested, 0.21% active. AID 504327
# Target sequence (Q92830 whole entry, looked up): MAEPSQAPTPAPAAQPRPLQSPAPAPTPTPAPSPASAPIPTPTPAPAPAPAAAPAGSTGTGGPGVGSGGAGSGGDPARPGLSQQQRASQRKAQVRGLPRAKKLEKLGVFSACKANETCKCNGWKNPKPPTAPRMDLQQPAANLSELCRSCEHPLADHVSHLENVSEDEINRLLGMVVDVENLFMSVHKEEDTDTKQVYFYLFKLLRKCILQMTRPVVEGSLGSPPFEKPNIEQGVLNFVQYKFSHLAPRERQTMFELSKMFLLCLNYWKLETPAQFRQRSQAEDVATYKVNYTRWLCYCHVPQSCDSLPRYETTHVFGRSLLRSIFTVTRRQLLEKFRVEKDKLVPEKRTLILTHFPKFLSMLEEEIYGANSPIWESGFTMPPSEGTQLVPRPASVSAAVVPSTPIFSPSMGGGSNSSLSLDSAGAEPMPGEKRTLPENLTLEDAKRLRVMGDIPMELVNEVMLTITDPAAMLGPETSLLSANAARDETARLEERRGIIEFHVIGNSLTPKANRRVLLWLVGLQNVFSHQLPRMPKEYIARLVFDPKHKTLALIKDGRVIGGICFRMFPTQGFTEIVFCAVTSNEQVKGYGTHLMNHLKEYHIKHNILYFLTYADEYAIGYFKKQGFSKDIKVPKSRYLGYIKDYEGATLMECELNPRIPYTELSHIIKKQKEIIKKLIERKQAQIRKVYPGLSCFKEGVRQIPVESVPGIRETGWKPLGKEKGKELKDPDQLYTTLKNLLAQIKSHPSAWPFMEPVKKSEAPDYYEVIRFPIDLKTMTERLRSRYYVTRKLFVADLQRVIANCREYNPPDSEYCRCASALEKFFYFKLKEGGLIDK
#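 Titration-based screen in which CoA formation is detected via maleimide probe ThioGlo1 (50uM) turning fluorescent on thiol reaction; substrates H3(1-25) 75uM and acetyl-CoA 70uM, GCN5L2 20nM, 20 min incubation at room temperature.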
# N370S GC: N370S glucocerebrosidase modulation, Gaucher chaperone candidate | P04062 | N370S GC spleen homogenate, 4MU-glucoside fluorescence | Potency, µM (titrated, usually from 59.4 µM), without a hit: top-dose activity change, negative = inhibition, most hits filed as inhibitors | 330,000 tested, 0.092% active | AID 2101;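 note: 0% = full enzyme activity and -100% = no enzyme basal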
# FEN1 inhibitor: blocks human flap endonuclease 1; Recombinant FEN1 flap cleavage, fluorescence, 15 min; 390,000 tested, 0.35% active; P39748; AID 588795; Potency, µM (highest dose often 114 µM), for inactives: at the top dose activity change, negative = inhibition, hits mostly inhibitors; note: nearly all actives have a fitted effect of over 65% in size
#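 Concentration–response screening of FEN1 (10 nM): 15 min compound preincubation at room temperature, reaction started with 50 nM substrate and read at 0 and 15 min. Corrected, normalized data were fitted by a four-parameter Hill equation.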
# An asterisk follows results filed as active; ? = inconclusive; / = not tested or not shown; & = joins results of further samples; [ ] = dose if it differs, or a comment. Calls come from the whole dose curve; as a rule, active = well fitted curve in the direction sought with a large enough effect; inconclusive = small, poorly fitted or top-dose-only effect, or another doubt; inactive = no such curve, though single readings can be large; an effect the other way counts as inactive or inconclusive. Unless noted, % is set by controls: 0 for no effect and ±100 for the full control effect; potency is the fitted concentration of half-maximal effect.
Structure | GCN5L2 inh | N370S GC | FEN1 inhibitor
COc1ccccc1C1CN(c2ccccc2)N=C1c1cccs1 (stereo not drawn) | 0% | ? | -16%
CC1CCN(S(=O)(=O)c2cccc(C(=O)O)c2)CC1 | -8% | / | -4%
C/C(=N/NC(=O)c1ccoc1C)C12CC3CC(CC(C3)C1)C2 | -4% | -2% | -11%
NC(=O)CNC(=O)c1ccc(Cl)cc1 | 6% | 3% | 4%
CCCn1nnnc1NC(=O)c1ccc2ccccc2c1 | 1% | 4% | -3%
Cc1ccsc1/C=N\NC(=O)CCc1c(C)n[nH]c1C | 0% | 0% | -1%
CCOC(=O)c1c(N)sc2c1CCS(=O)(=O)C2 | 3% | 1%[2.35 µM] | -11%
CCOC(=O)c1cc(C(=O)OCC)c2cc(Br)ccc2n1 | 0% | ? | -27%
COc1cc(Nc2nc3ccc(Cl)cc3n3cnnc23)cc(OC)c1OC | -10% | 8% | -6%
COc1ccc(C(C(=O)Nc2ccc(C(C)C)cc2)N(Cc2ccco2)C(=O)CC2NC(=O)NC2=O)cc1 (stereo not drawn) | -9% | -10% | -9%
O=C(CCCCn1c(=O)c2ccccc2n(Cc2ccc(F)cc2Cl)c1=O)NCCc1ccc(Cl)cc1 | -6% | / | 1%
COc1ccc(CN2COc3ccc4c(-c5ccccc5)cc(=O)oc4c3C2)cc1OC | -1% | / | -10%
Cc1ccc(S(=O)(=O)N2CCN(Cc3cc(C(C)(C)C)ccc3O)CC2)cc1 | -13% | 0% | -1%
OC(CNCc1ccc(-c2ccccc2)cc1)c1ccccc1 (stereo not drawn) | -10% | -16% | -5%
COc1ccc(OC)c(CCNC(=O)Cn2cccc2C(=O)c2ccccc2)c1 | -3% | -9% | 15%
CCOc1ccc(OCCC(=O)Nc2ccc3c(c2)OCO3)cc1 | 1% | / | 1%
Cc1cccc(N2CCN(C(=O)C34CC5CC(CC(C5)C3)C4)CC2)c1C | -9% | 7% | -11%
Cc1nnc(SCC(=O)Nc2ccc(N3CCN(S(C)(=O)=O)CC3)cc2)o1 | -2% | -7% | -20%
O=C(COC(=O)/C=C/c1ccc(Cl)c(Cl)c1)NC1CCS(=O)(=O)C1 (stereo not drawn) | -1% | / | 0%
C#CCOCCOCCOCCNc1nc(N2CCN(C(=O)Cn3cc(CC(C)O)nn3)CC2)nc(N2CCN(C(=O)[C@H]([C@@H](C)CC)n3cc(CCCN=C(N)N)nn3)CC2)n1 (stereo partly drawn) | -2% | -11% | 3%
COc1ccc(NC(=O)COC(=O)C2CCC2)cc1Cl | -3% | 3% | -6%
CC1CCN(C(=O)c2cc(-c3ccc4c(c3)OCO4)on2)CC1 | -7% | 9% | -11%
Cc1ccc(NC(=O)CC2(CC(=O)O)CCCC2)c(C)c1 | -1% | 4% | -4%
Cc1ccccc1C(=O)N1CCN(c2ccc(NC(=S)NC(=O)c3ccco3)cc2)CC1 | -7% | -7% | 23%
CC(C)c1csc(CN2CCC(CO)(Cc3ccccc3)CC2)n1 | -5% | 0% | 11%

# Additional compounds follow.
Structure | GCN5L2 inh | N370S GC | FEN1 inhibitor
c1ccc(CCc2nc(-c3cccnc3)no2)cc1 | -11% | -10% | -2%
O=C1NC(=O)C2C3c4ccccc4C(c4ccccc43)C12 (stereo not drawn) | -10% | -9% | 2%
c1coc(CSSCc2ccco2)c1 | 3% | / | ?
COc1ccc(C(=O)COc2ccccc2C#N)cc1 | -25% | 3% | 3%
Nc1nnc(SCC(=O)N2CCc3ccccc3C2)s1 | -9% | -7% | -2%
COCCCn1c(N)c(-c2nc3ccccc3n2C)c2nc3ccccc3nc21 | -9% | -7% | 6%
Cc1ccc(C(=O)Nc2ccc3cn[nH]c3c2)cc1S(=O)(=O)N1CCCCC1 | -4% | -4% | -12%
CCOC(=O)C1=C(NC(=S)NC(=O)c2ccccc2)c2ccccc2CC1(C)CC (stereo not drawn) | -10% | 14% | -18%
Cc1cc2c(cc(C(=O)O)n2C)s1 | -2% | -1% | 0%
CCn1cc(C(=O)NCC(OC)OC)c(=O)c2cc(S(=O)(=O)N(C)C3CCCCC3)ccc21 | 16% | -13% | -10%
COc1ccc(NC(=O)c2nn(C34CC5CC(CC(C5)C3)C4)cc2[N+](=O)[O-])cc1 | -3% | ? | -1%
Fc1ccc(CN2CCN(c3ncccn3)CC2)cc1 | -21%[0.501 µM] | 1% | 2%
O=C(NCC(c1ccc2c(c1)OCO2)N1CCN(c2ccccc2)CC1)C(=O)Nc1ccccc1F (stereo not drawn) | -6% | / | -2%
CC(C)CCNS(=O)(=O)c1ccc(N2CCCCS2(=O)=O)cc1 | -5% | / | 16%
O=C(O)C1CCCN1C(=O)c1cncc(Br)c1 (stereo not drawn) | 0% | 7% | -4%
O=C(CN1CCN(c2ccc(C(F)(F)F)cn2)CC1)NCc1ccc2c(c1)OCO2 | -11% | 9% | 3%
COC(=O)c1cn[nH]c1NC(=S)Nc1ccccc1C | 26% | 6% | -10%
NC(=O)CSCc1c(Cl)cccc1Cl | 0% | -1% | -3%
Cc1ccc(-n2nc3c(=O)n(CCCC(=O)NCc4ccc(F)cc4)nc(C)c3c2C)cc1 | -7%&-2% | -2% | -1%&3%
COc1ccccc1C(=O)Nc1nnc(S(=O)(=O)N(C)Cc2ccccc2)s1 | -12% | -11% | -19%
CCOc1ccccc1N1CCN(C(=O)c2ccc3nc(N)sc3c2)CC1 | -3% | / | -10%
CCOC(=O)N1CCN(C(=O)CSc2ncnc3ccccc23)CC1 | -1% | 10% | -12%
CC(C)(C)[C@H]1COC(=O)CC/C=C\C[C@@H](CC(=O)N[C@H](CO)Cc2ccccc2)C(=O)N1 | 0% | / | 0%
CCCCOc1ccccc1NC(=O)C=C(C)C | -19% | 8% | -5%
O=C(Nc1cccs1)NC1CCCC1 | -2%[0.501 µM] | 5% | -10%

# Just N370S GC and FEN1 inhibitor (2 entries from above):
Structure	N370S GC	FEN1 inhibitor
c1coc(CSSCc2ccco2)c1	/	?
CCOC(=O)N1CCN(C(=O)CSc2ncnc3ccccc23)CC1	10%	-12%

# Entries listed so far that have an NH in an aromatic ring, in the order listed:
Structure | GCN5L2 inh | N370S GC | FEN1 inhibitor
Cc1ccsc1/C=N\NC(=O)CCc1c(C)n[nH]c1C | 0% | 0% | -1%
Cc1ccc(C(=O)Nc2ccc3cn[nH]c3c2)cc1S(=O)(=O)N1CCCCC1 | -4% | -4% | -12%
COC(=O)c1cn[nH]c1NC(=S)Nc1ccccc1C | 26% | 6% | -10%

# (cont.)
Structure | GCN5L2 inh | N370S GC | FEN1 inhibitor
COC(=O)C1=C(C)C(c2ccc(OC)cc2)NC(=O)N1 (stereo not drawn) | -3% | 6% | 15%
Cc1nc(SC2CC(=O)N(c3ccccc3)C2=O)n[nH]1 (stereo not drawn) | 1% | 13% | 0%
Cc1c(Cl)cccc1NC(=O)CN1C(=O)CSc2ccc(S(=O)(=O)N3CCCC3)cc21 | -6% | / | 16%
O=S(=O)(c1ccc(-c2csc(-c3cccnc3)n2)cc1)N1CCOCC1 | -2% | -6% | -4%
C=CCOC(=O)C1=C(C)NC(SCC(N)=O)=C(C#N)C1c1cccs1 (stereo not drawn) | -3% | -7% | 8%
O=C(c1cc2c(=O)n3ccccc3nc2s1)N1CCN(Cc2ccccc2)CC1 | -12% | ? | 10%
CCCCCn1c(=O)[nH]c2cc(C(=O)NCc3ccc4c(c3)OCO4)ccc2c1=O | 5% | 2% | -8%
Nc1c(C(=O)CSc2n[nH]c(-c3ccccc3Br)n2)c(=O)[nH]c(=O)n1C1CC1 | 3% | / | 9%
O=C(N/C(=C/c1cn(-c2ccccc2)nc1-c1ccccc1)C(=O)N1CCOCC1)c1ccccc1 | 28% | 1% | /
O=C(C[C@@H]1C/C=C\C[C@H](Cc2ccc(F)cc2)C(=O)OC[C@@H](c2ccccc2)NC1=O)NCCO | -6% | / | 13%
C=CCn1c(SCC(=O)Nc2nc(C)cs2)nnc1C(C)NC(=O)c1ccccc1Cl (stereo not drawn) | -4% | 10% | 1%
CC(C)[C@H](NC(=O)c1ccccc1Cl)C(=O)Nc1ccc(S(=O)(=O)Nc2nccs2)cc1 | 3% | / | 17%
O=C(CNC(=O)c1ccccc1)OCc1nnc(-c2ccc(Cl)cc2)o1 | -4% | -5% | 3%
O=C(Cn1cc(C(F)(F)F)cc(Cl)c1=O)NCCc1ccccc1 | -2% | 1% | -14%
COc1ccc(CC(=O)Nc2ccc(N3CCCC3)c(C)c2)cc1 | -15% | -12% | -16%
COc1ccc(NC(=O)Cc2cccs2)cc1S(=O)(=O)N1CCCCC1 | 2% | / | -5%
CCCNC(=O)C(=O)N/N=C/c1ccc(OCc2ccccc2)cc1 | -2% | 6% | 19%
CCN(C(=O)c1ccccc1F)c1nc(-c2ccc(OC)cc2)cs1 | -17% | 2% | -7%
Cc1cc(N2CCOCC2)c2c(N)c(C)cc(C)c2n1 | / | 4% | -9%
Cc1cc2c(c(=O)n1Cc1ccccc1)C1O[C@](c3ccsc3)(Cc3ccccc31)O2 | -20%[12.7 µM] | 0%[12.8 µM] | /
Cc1cc(C)c(OCC(=O)Nc2ccc(N3CCOCC3)cc2)c(Br)c1 | -6% | 1% | /
CC(C)C[C@H](NC(=O)c1nc[nH]c1C(=O)NCC(=O)OC(C)(C)C)C(=O)OC(C)(C)C | -5% | 25% | -32%
c1ccc(-c2nnc(N3CCOCC3)c3ccccc23)cc1 | 4% | 27% | 1%
CC(O)CNc1ccc(-c2nn(C)c(=O)c3ccccc23)cc1[N+](=O)[O-] (stereo not drawn) | -7% | -2% | -4%
CCN1C(=O)/C(=C/C=C2\N(CC)c3cc(S(=O)(=O)N(C)C)ccc3N2c2ccccc2)SC1=S | -1% | -6% | -19%

# Quoted at random: 2 entries already listed.
Structure | GCN5L2 inh | N370S GC | FEN1 inhibitor
Cc1nc(SC2CC(=O)N(c3ccccc3)C2=O)n[nH]1 (stereo not drawn) | 1% | 13% | 0%
C=CCn1c(SCC(=O)Nc2nc(C)cs2)nnc1C(C)NC(=O)c1ccccc1Cl (stereo not drawn) | -4% | 10% | 1%

# (next part)
Structure | GCN5L2 inh | N370S GC | FEN1 inhibitor
CCN(CC)S(=O)(=O)c1cccc(S(=O)(=O)c2cccc(S(=O)(=O)N(CC)CC)c2)c1 | 1% | -4% | -9%
Cc1ccc(NC(=O)c2ccn(C)n2)c(Br)c1 | 0% | 12% | -2%
Cc1ccc(C(=O)C2C(c3cccs3)NC(=O)NC2(O)C(F)(F)F)cc1 (stereo not drawn) | -6% | -4% | 7%
CCC1=NN(C(=O)COc2ccccc2)C(O)(c2ccc(Br)cc2)C1 (stereo not drawn) | -13% | 9% | -14%
CC(Cl)C(=O)NNC(=O)CNS(=O)(=O)c1ccccc1 (stereo not drawn) | 11% | 12% | -7%
CCN(CC)C(=O)c1ccccc1NC(=O)c1cccc(S(=O)(=O)N2CCC(C)CC2)c1 | -7% | / | -3%
CNc1c(NS(=O)(=O)c2ccc(CC(C)C)cc2)c(=O)oc2ccccc12 | -16% | 0% | -1%
O=C(NNC(=O)C1CC(=O)N(Cc2ccccc2)C1)c1ccc(F)cc1 (stereo not drawn) | -1% | -3% | 1%
O=C(c1coc(=O)c(Br)c1)N1CCC(C(O)(c2ccccc2)c2ccccc2)CC1 | -7% | 21% | 0%
CCOC(=O)/C(=N/Nc1ccc(Cl)cc1)S(=O)(=O)c1ccccc1 | -4% | 6% | -7%
COc1ccc(-n2nc(C(=O)NCC(=O)N3CC(C)CC(C)C3)c3ccccc3c2=O)cc1 (stereo not drawn) | -10% | -3% | -13%
O=c1[nH]c(CSc2ncc(-c3ccc(F)cc3)n2Cc2ccco2)nc2ccccc12 | -2% | 18% | -9%
CC1CCC(NC(=O)c2cnccn2)CC1 (stereo not drawn) | -4% | -4% | 1%
O=S(=O)(c1ccc(Br)cc1)N1CCN(c2cc(-c3ccccc3)nc3ncnn23)CC1 | ? | 2% | -7%
COc1ccc(NC(=O)Cc2cccs2)c(OC)c1 | -10% | 2% | 3%
CS(=O)(=O)N(CC(=O)Nc1ccc2c(c1)OCCO2)Cc1ccc(Cl)cc1 | -6% | -1% | 9%
CCCC(C)c1nc(C(N)=O)c2[nH]c(=O)n(-c3ccc(OC)c(OC)c3)c2n1 (stereo not drawn) | -2% | -5% | -14%
COC(=O)c1sc2nc(-c3ccco3)ccc2c1N | -10% | 5% | -7%
Cc1ccsc1/C=N/n1c(-c2ccncc2)n[nH]c1=S | -5% | -17% | 2%
CCCOc1c(Br)cc(C(N)=O)cc1OCC | -11% | -2% | 11%
CCc1cc(C(=O)OC)c(NC(=O)CCCC(=O)O)s1 | -7% | -12% | 3%
CC(C)CNc1nc(SCC(=O)Nc2ccccc2)nc(N2CCOCC2)n1 | -4% | 12% | 16%
CC(=O)c1ccc(OC(C)C)c(CC(C(N)=O)C(N)=O)c1 | -2% | -1% | 4%
COC(=O)c1[nH]c2ccccc2c1NC(=O)c1ccccc1F | 2% | 4% | 12%
CC(C)Nc1nc(Cl)nc(NN(C)c2nc(N(C)C)nc(N(C)C)n2)n1 | -2% | -1% | -1%
COc1ccc(OC)c(/C=C2\SC(N3CCCCC3)=NC2=O)c1 | -12% | -10% | 10%
